Screening data deposited in PubChem BioAssay by National Center for Advancing Translational Sciences (NCATS).
aGlu spleen mod: inhibits or activates alpha-glucosidase in human spleen homogenate | Potency, µM (doses to about 79.9 µM), for the others: top-dose activity change, negative = inhibition, most hits filed as inhibitors | human spleen homogenate, 4-MU-alpha-glucoside fluorescence | AID 2112 | actives 0.006% (n = 240,000);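 further: 0% = enzyme with vehicle and -100% = no enzyme basal signal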
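Compounds were titrated against alpha-glucosidase in spleen homogenate at pH 5.0, with 1 mM 4-methylumbelliferyl substrate for 40 min at 37 C. Reactions were quenched with pH 10 NaOH/glycine and fluorescence measured.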
Tau fluor counter: counter-screen for tau fibril formation inhibitors; actives 0.93% (n = 280,000); tau K18 P301L Alexa594 fluorescence, heparin fibrillization; Potency, µM (highest dose often 57.7 µM), inactives show top-dose activity change, negative = decrease; further: on the % scale 0 is the no-effect control and ±100 the full control effect; nearly all actives have a fitted effect of over 55% in size
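Human tau K18 P301L (15 uM unlabeled, 0.24 uM Alexa 594-labeled) in 100 mM sodium acetate pH 7 with 20 uM heparin, 6 hr at 37 C. ThT 30 uM added, 1 hr ambient; Alexa 594 FP and total fluorescence read at 555/632 nm.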
GAA glycogen: inhibitors or activators of human alpha-glucosidase glycogen cleavage; P10253; recombinant GAA, glycogen substrate, Amplex Red glucose oxidase fluorescence; Potency, µM (doses to about 76.4 µM), without a hit: top-dose activity change, negative = inhibition, most hits filed as inhibitors; actives 0.38% (n = 300,000);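 further: 0% = full enzyme reaction and -100% = no-enzyme basal signal; the screen sought inhibitors and activators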
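Natural-substrate format: glycogen cleavage by 4 nM human enzyme, glucose read by Amplex Red coupling (Ex 573, Em 610 nm). Normalized to enzyme and no-enzyme controls.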
Tau fibril ThT: inhibitors of human tau fibril formation, thioflavin T binding | recombinant tau K18 P301L (four-repeat tau fragment), heparin-induced fibrillization, ThT fluorescence | Potency, µM (series often up to 57.4 µM), for the others: at the highest dose activity, negative = inhibition, usual class: inhibitors | actives 2.1% (n = 270,000); further: on the % scale 0 is the no-effect control and ±100 the full control effect; nearly all actives have a fitted effect of over 55% in size
Target sequence (P10636 561-689 P618L limits assumed): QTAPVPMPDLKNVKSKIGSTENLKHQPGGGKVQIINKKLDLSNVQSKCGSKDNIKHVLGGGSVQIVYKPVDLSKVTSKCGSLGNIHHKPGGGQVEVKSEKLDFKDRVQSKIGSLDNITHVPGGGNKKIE
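Heparin-induced fibrillization of the P301L-mutant K18 repeat-domain fragment of human tau was followed by ThT binding in quantitative high-throughput format.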
Tau fibril FP: tau fibrillization inhibition (FP); K18 P301L tau heparin fibrillization, Alexa594 FP, 6 h; Potency, µM (doses to about 57.7 µM), for the others: top-dose activity, negative = inhibition, actives largely listed as inhibitors; actives 0.39% (n = 280,000); further: on the % scale 0 is the no-effect control and ±100 the full control effect; nearly all actives have a fitted effect of over 55% in size
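Compound effects on tau fibrillization are measured by Alexa 594 fluorescence polarization (ex 555, em 632 nm). K18 P301L tau is used at 15 uM with 0.24 uM labeled tracer, and 20 uM heparin induces aggregation over 6 hr at 37 C.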
HTT cytoprotect: protects HTT-Q103 PC12 cells, measured by ATP. actives 0.14% (n = 230,000). PC12 HTT-Q103 induced, cytoprotection, ATP luminescence, 40 h. Potency, µM (doses to about 56.4 µM), for the others: cytoprotection (ATP increase), actives largely listed as activators;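 further: % of control where 0% means no effect; nearly all actives have a fitted effect of over 45% in size; toxic huntingtin expression switched on by the ecdysone agonist tebufenozide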
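Cells were plated at 1500 per well in phenol red-free DMEM with 5% equine and 5% calf serum. Tebufenozide (100 nM final) and compounds were added, then ATPlite reagent, and luminescence was read.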
GLA spleen mod: inhibits or activates alpha-galactosidase in human spleen homogenate; human spleen homogenate, 4MU-alpha-Gal fluorescence, 40 min; Potency, µM (highest dose often 80 µM), without a hit: top-dose activity change, negative = inhibition, usual class: inhibitors; actives 0.008% (n = 240,000);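 further: 0% = enzyme with vehicle and -100% = no enzyme basal signal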
Target sequence (P06280 32-429 limits assumed): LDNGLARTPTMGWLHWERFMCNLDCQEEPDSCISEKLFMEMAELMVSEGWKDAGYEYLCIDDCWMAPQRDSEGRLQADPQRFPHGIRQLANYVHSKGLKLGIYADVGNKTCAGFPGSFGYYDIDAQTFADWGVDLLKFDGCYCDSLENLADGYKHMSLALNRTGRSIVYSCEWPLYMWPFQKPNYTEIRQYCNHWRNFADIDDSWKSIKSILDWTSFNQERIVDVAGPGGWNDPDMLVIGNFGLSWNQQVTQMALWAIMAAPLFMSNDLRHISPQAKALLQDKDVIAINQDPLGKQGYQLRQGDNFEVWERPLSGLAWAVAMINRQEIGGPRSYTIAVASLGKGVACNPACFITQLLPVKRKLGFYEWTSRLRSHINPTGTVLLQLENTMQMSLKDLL
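Human spleen homogenate (1 ug) was the enzyme source, with 4-methylumbelliferyl-alpha-D-galactopyranoside (1 mM final) in pH 5.0 citrate buffer with 0.01% Tween-20. Compounds were titrated; after 40 min at 37C, NaOH/glycine stop, 4-MU fluorescence read; AC50 from Hill fits.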
GAA inh: alpha-glucosidase (human) inhibition; P10253; purified human GAA, 4-MU-alpha-glucoside fluorescence; Potency, µM (top dose mostly 76.9 µM), for inactives: at the top dose activity change, negative = inhibition, hits mostly inhibitors; actives 0.005% (n = 200,000);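 further: plate controls were uninhibited enzyme wells for no effect and no-enzyme background for full effect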
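Fluorescence at Ex 365/Em 440 nm from 4-methylumbelliferone reported enzyme activity after 20 min at room temperature. Reactions used 4 nM enzyme and 400 uM substrate at pH 5.0; curves fitted with the Hill equation.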
* hit, by the source's call; ? = inconclusive; / = no result given; & = joins results of further samples; [ ] = another dose, or the depositor's remark. The call rests on the fitted dose curve; in most records, active means well fitted curve in the direction sought with a large enough effect; inconclusive means small, poorly fitted or top-dose-only effect, or another doubt; inactive means no such curve, though single readings can be large; an effect the other way counts as inactive or inconclusive. Potency means the concentration at half of the fitted maximal effect.

SMILES	aGlu spleen mod	Tau fluor counter	GAA glycogen	Tau fibril ThT	Tau fibril FP	HTT cytoprotect	GLA spleen mod	GAA inh
Cc1ccc(NC(=O)Cn2ccn(-c3ccccc3)c(=O)c2=O)cc1	/	6%	-9%[76.3 µM]	3%	-5%	/	/	/
CCNc1nc(C)c2cc(Br)c(=O)n(CC)c2n1	?	-2%	3%	0%	-1%	-94%[inhibitor]	?	?
O=C(N/N=C/c1ccccc1OC(=O)c1ccc2c(c1)OCO2)c1cccc(F)c1	-2%	-10%	5%	-5%	-8%	-88%[inhibitor][10 µM]	-8%	-9%
O=C(NCc1ccc(F)cc1)c1cc2c(s1)-c1ccccc1SC2	/	?	19%[76.3 µM]	-10%	?	/	/	/
COc1ccc(N2CCc3c(C)nc4c(OC)cccc4c32)cc1	/	-4%	-13%	-7%	-9%	-124%[inhibitor]	2%	11%
Cc1cc(C)c(-c2n[nH]c3c2C(c2ccccc2F)N(CCO)C3=O)c(O)c1 (stereo unspecified)	/	-13%	7%[76.3 µM]	-1%	10%	/	/	/
O=C(Cn1cnc2ccccc21)N/N=C/c1cccnc1	3%	-5%	-5%	-1%	3%	-17%	-2%	-8%
CCOc1ccc2[nH]c(=O)c(CN(Cc3ccco3)C(=O)c3ccc(Br)cc3)cc2c1	0%	7%	12%	?	-12%	-15%	7%	-7%
O=S(=O)(NNc1ccc(Cl)nn1)c1ccc(F)cc1	-4%	-11%	8%	?	?	6%[10 µM]	-3%	-3%
Cc1ccc2nc(-c3ccc(NC(=S)NC(=O)CC(C)C)cc3)sc2c1	-4%	1%	-2%	-2%	2%	3%	-5%	1%
O=C(O)C1C2C=CC(C2)C1C(=O)Nc1nccs1 (stereo unspecified)	-1%	-5%	2%	-9%	-1%	1%	0%	9%
CCOc1ccc2nc(N/C(N)=N/C(=S)Nc3ccc(C)c(C)c3)nc(C)c2c1	10%	-14%	-4%	?	-3%	-4%[10 µM]	6%	1%
Cc1ccc(-c2noc(CN(C(=O)c3cccc(Br)c3)C(C)C)n2)cc1	4%	-23%	6%	-19%	6%	7%	8%	-2%
CCOc1ccccc1N(CC(=O)NCCOC)C(=O)CCC(=O)Nc1ccccn1	-7%	11%	-5%	10%	5%	-1%[10 µM]	-10%	9%
O=C(N/N=C/c1ccc2c(c1)OCO2)/C(=C/c1ccc2c(c1)OCO2)NC(=O)c1ccccc1	1%	-16%	13%	-13%	-6%	-10%	-3%	-10%
CC(C(=O)Nc1ccc2c(c1)OCCO2)N(C)Cc1c(F)cccc1Cl (stereo unspecified)	/	-21%	-1%	-14%	-6%	-25%	-6%	-28%
Cc1ccccc1C(=O)Oc1cc(N)n(S(=O)(=O)c2ccccc2)n1	/	?	-7%	?	-5%	-11%	2%	-4%
COc1ccccc1Nc1nc(N)nc(CN2CCOCC2)n1	-3%	-1%	7%	-5%	1%	-17%	-1%	-5%[15.4 µM]
COc1cc(CCN2C(=O)N[C@@H](c3cccc(C(F)(F)F)c3)C(C(C)=O)=C2C)cc(OC)c1OC	2%&0%	-9%&-12%	-7%	-3%&2%	-11%&3%	-21%	-7%&-4%	-21%[15.4 µM]
CCOc1ccccc1N(C)C(=O)NCc1noc2ccccc12	/	-15%	-21%[76.3 µM]	-9%	-3%	/	/	/
CC1(C)CC(=O)C(C=Nc2ccccc2C(=O)O)=C(O)C1	-5%	-3%	3%	-15%	4%	-13%	4%	0%
CNC(=O)COC(=O)/C=C/c1c(C)nn(-c2ccccc2)c1C	-1%	-6%	-7%	-8%	-11%	9%[10 µM]	-1%	-6%
COc1cccc(C2c3[nH]c4ccccc4c3CCN2Cc2cccn2-c2ncccn2)c1 (stereo unspecified)	4%	?	-9%	-12%	8%	18%[10 µM]	8%	14%
O=S(=O)(NCCCc1ccccc1)c1ccccc1	-8%	-12%	6%	-10%	-1%	5%	-11%	-2%
O=C(c1ccc2c(c1)OCCCO2)N1CCCCC1	6%	-15%	1%	-18%	-2%	17%[10 µM]	3%	/

An excerpt from above in order of SMILES length, ascending:
SMILES	aGlu spleen mod	Tau fluor counter	GAA glycogen	Tau fibril ThT	Tau fibril FP	HTT cytoprotect	GLA spleen mod	GAA inh
O=S(=O)(NNc1ccc(Cl)nn1)c1ccc(F)cc1	-4%	-11%	8%	?	?	6%[10 µM]	-3%	-3%
Cc1ccc(NC(=O)Cn2ccn(-c3ccccc3)c(=O)c2=O)cc1	/	6%	-9%[76.3 µM]	3%	-5%	/	/	/
CCOc1ccc2nc(N/C(N)=N/C(=S)Nc3ccc(C)c(C)c3)nc(C)c2c1	10%	-14%	-4%	?	-3%	-4%[10 µM]	6%	1%

The main list resumes, repeating the five entries before the break.
SMILES	aGlu spleen mod	Tau fluor counter	GAA glycogen	Tau fibril ThT	Tau fibril FP	HTT cytoprotect	GLA spleen mod	GAA inh
CC1(C)CC(=O)C(C=Nc2ccccc2C(=O)O)=C(O)C1	-5%	-3%	3%	-15%	4%	-13%	4%	0%
CNC(=O)COC(=O)/C=C/c1c(C)nn(-c2ccccc2)c1C	-1%	-6%	-7%	-8%	-11%	9%[10 µM]	-1%	-6%
COc1cccc(C2c3[nH]c4ccccc4c3CCN2Cc2cccn2-c2ncccn2)c1 (stereo unspecified)	4%	?	-9%	-12%	8%	18%[10 µM]	8%	14%
O=S(=O)(NCCCc1ccccc1)c1ccccc1	-8%	-12%	6%	-10%	-1%	5%	-11%	-2%
O=C(c1ccc2c(c1)OCCCO2)N1CCCCC1	6%	-15%	1%	-18%	-2%	17%[10 µM]	3%	/
O=C(Cc1ccccc1F)Nc1ccccc1-c1ccccc1	-8%	-8%	5%	-4%	7%	-27%	5%	-5%
O=C(Nc1ccccc1Br)C1CC(=O)N(c2ccc3c4c(cccc24)CC3)C1 (stereo unspecified)	2%	-1%	-3%	-13%	15%	6%[10 µM]	-9%	-5%
C=C1CCC(O)C/C1=C/C=C1\CCC[C@@]2(C)C(C(C)/C=C/C(C)C(C)C)CC[C@@H]12 (stereo partly specified)	-14%	-3%	/	-2%	5%	-19%	-13%	/
Cc1ccc(C)c(NC(=O)/C(C#N)=C/c2cn(CC(=O)NCc3ccco3)c3ccccc23)c1	3%	-2%	1%	5%	?	-15%[10 µM]	10%	?
c1ccc(-c2nnnc3ccccc23)cc1	-6%	0%	2%	-4%	-1%	/	-17%	0%
Cc1cccc(CN2C(=O)N/C(=C/c3cc(C)n(-c4cc(C)ccn4)c3C)C2=O)c1	-16%	?	-6%	?	1%	-21%	-10%	-7%
COc1ccc(/C=N/NC(=O)c2cccc([N+](=O)[O-])c2)cc1OC(=O)c1ccccc1	1%	11µM*[quencher]	-7%	-21%	-5%	-7%	5%	-11%
Cc1nnc2ccc(-c3cccc(NC(=O)c4ccc(Br)o4)c3)nn12	0%	-22%	4%	?	-8%	-21%	4%	0%
COc1ccc2c(c1)C(=O)N(c1ccccc1)C(=O)C2	-14%	1%	?	-1%	-1%	11%	4%	-1%
Cc1cc(=O)oc(C)c1C(=O)NNC(=O)C1(C)CC1Br (stereo unspecified)	3%	1%	-1%	3%	-6%	1%[10 µM]	-3%	/
O=C(CN1C(=O)CSc2ccc(S(=O)(=O)N3CCCCC3)cc21)NCc1cccnc1	10%	-4%	-3%	-4%	3%	/	8%	-8%
CCOC(=O)c1ccc(NC(=O)C(CC)Sc2nc3ccncc3[nH]2)cc1 (stereo unspecified)	/	-13%	-5%[76.3 µM]	9%	-3%	/	/	/
COc1ccc(CC2SC(=Nc3ccc(F)cc3)NC2=O)cc1 (stereo unspecified)	-6%	-9%	7%	-4%	3%	-7%	10%	2%
CC(C)Cn1ccc(=O)n(CC(C)C)c1=O	2%	6%	9%	8%	4%	?	10%	-3%
COc1ccccc1OC(=O)CCN1c2ccccc2Sc2ccccc21	-20%	?	-6%	?	7%	20%[10 µM]	-1%	-10%
Cn1c(=O)c(-c2cc(Br)ccc2N)nc2ccccc21	-1%	?	7%	?	7%	-4%[10 µM]	1%	-5%
CCOc1ccccc1C(=O)Nc1cccc2ccc(C)nc12	/	3%	1%[76.3 µM]	8%	-3%	/	/	/
O=C(c1ccccc1)N1CCCC(c2nc3c(nnn3Cc3ccccc3)c(=O)[nH]2)C1 (stereo unspecified)	-4%	-2%	1%	-5%	-3%	11%[10 µM]	0%	-2%
CCOC(=O)c1c(NC(=O)/C=C/c2ccc(Cl)cc2)sc2c1CCC(C)C2 (stereo unspecified)	/	-20%	3%[76.3 µM]	?	-3%	/	/	/
O=C(COc1ccccc1)NCC(=O)Nc1cccc2ccccc12	-9%	-11%	13%	-10%	5%	-7%[1.9 µM]	-8%	-6%
Cn1c(SCC(=O)NCC2CCCO2)nnc1-c1ccc(S(=O)(=O)N2CCCC2)cc1 (stereo unspecified)	-13%	-7%	-4%	-3%	-16%	-13%	-4%	-3%
C=CCn1cc(/C=N/Nc2nc3ccccc3[nH]2)c2ccccc21	-5%	11µM*[quencher]	28µM*	7.9µM*	1%	-20%[10 µM]	1%	-8%
COc1cccc(CN2CCNC(=O)C2CC(=O)NCc2cn3ccc(C)cc3n2)c1OC (stereo unspecified)	0%	4%	-2%	2%	1%	4%[10 µM]	-4%	/
Cc1onc(-c2ccccc2Cl)c1C(=O)N1CCN(c2ccccc2)CC1	3%	-1%	0%	-4%	-10%	7%[0.074 µM]	-6%	1%
O=c1c2ccccc2nc(-c2ccco2)n1/N=C/c1ccccc1O	-7%	-8%	5%	-7%	9%	-8%[10 µM]	-5%	2%
CCCN(CCC)S(=O)(=O)c1ccc(NS(C)(=O)=O)cc1	-9%	2%	2%	-3%	3%	-5%	17%	-3%
COc1ccc2nc(NC(=O)c3nc(SCc4ccc(F)cc4)ncc3Cl)sc2c1	/	-5%	9%[76.3 µM]	2%	-8%	/	/	/
O=S(=O)(NCc1ccc(Cl)cc1)c1ccc(Cl)nc1	-2%	-4%	-2%	-4%	-1%	-24%	4%	-2%
CCOc1cc(C(=O)NC(C)Cc2cccs2)cc(OCC)c1OCC (stereo unspecified)	-4%	-9%	7%	-7%	0%	-16%	-3%	3%
CC(=O)N1CCc2ccccc2C1CC(=O)O (stereo unspecified)	-21%	8%	-7%	4%	5%	-63%[inhibitor]	0%	7%
